A3G deaminase: inhibitors of human APOBEC3G DNA deaminase. recombinant A3G, ssDNA deamination FAM/TAMRA fluorescence. AID 493012. Q9HC16. inhibition, % at 20 µM. 330,000 tested, 0.28% active;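 active = inhibition of at least 40% at 20 µM, with no more than 30% in the related APOBEC3A deaminase screen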;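 also: plate controls were DMSO wells with A3G for no effect and wells lacking A3G enzyme for full effect; some compounds called inactive have numbers as strong as hits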
CCR6 antag: antagonists of human CCR6 receptor; 340,000 tested, 0.49% active; CHO-K1 CCR6 PathHunter beta-arrestin, luminescence, CCL20-stimulated; AID 493098; P51684; inhibition, % at 20 µM;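 active = compounds whose inhibition of the agonist-driven luminescence signal at 20 µM reaches about 50%, limit read from the data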;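 also: cells stimulated with CCL20 at 14 nM final; plate controls were DMSO with CCL20 for no effect and DMSO without agonist for full effect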
APOBEC3A inh: inhibitors of human APOBEC3A DNA deaminase; 330,000 tested, 0.41% active; recombinant A3A, FAM/TAMRA ssDNA deamination fluorescence; inhibition, % at 20 µM; P31941;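 active = at least 40% inhibition at 20 µM here, with at most 30% in a related deaminase screen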;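 also: plate controls were A3A with DMSO for no effect and wells lacking A3A enzyme for full effect; some results filed as inactive read as strong as hits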
Target sequence (P31941 whole entry, looked up): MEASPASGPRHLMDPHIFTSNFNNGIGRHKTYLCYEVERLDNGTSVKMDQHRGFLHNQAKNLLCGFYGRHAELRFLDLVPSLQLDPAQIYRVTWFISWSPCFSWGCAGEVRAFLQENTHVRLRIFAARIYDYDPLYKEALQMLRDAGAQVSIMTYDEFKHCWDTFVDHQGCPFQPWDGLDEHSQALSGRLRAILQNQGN
Gli-Sufu block: antagonists of Gli-Sufu signaling. 340,000 tested, 0.74% active. AID 588413. inhibition, % at 5 µM. Sufu-KO-LIGHT fibroblasts, Gli luciferase reporter luminescence;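 active = inhibition above about 55%, limit read from the data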;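 also: 0% = DMSO-treated cells and 100% = wells with medium but no cells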
MPTP block: blocks calcium-induced mitochondrial swelling | isolated mouse mitochondria, Ca2+ swelling absorbance, 30 min | 360,000 tested, 1.4% active | AID 602449 | inhibition, % at 10 µM;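 active = inhibition of 50% or more, scaled per plate between neutral and stimulator controls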;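 also: 0% = DMSO wells given calcium and 100% = 1 mM EGTA wells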
EBI2 block: antagonists of human EBI2 receptor | P32249 | EBI2 beta-arrestin recruitment, luminescence, 7a,25-OHC stimulated | inhibition, % at 5 µM | 360,000 tested, 0.81% active | AID 651636; in the data active = inhibition above about 38%;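 also: enzyme fragment complementation signal reports receptor beta-arrestin coupling in cells; 0% = agonist plus DMSO wells and 100% = wells without agonist; some results beyond the cut were filed as inactive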
Target sequence (P32249 whole entry, looked up, the tested form may be a part): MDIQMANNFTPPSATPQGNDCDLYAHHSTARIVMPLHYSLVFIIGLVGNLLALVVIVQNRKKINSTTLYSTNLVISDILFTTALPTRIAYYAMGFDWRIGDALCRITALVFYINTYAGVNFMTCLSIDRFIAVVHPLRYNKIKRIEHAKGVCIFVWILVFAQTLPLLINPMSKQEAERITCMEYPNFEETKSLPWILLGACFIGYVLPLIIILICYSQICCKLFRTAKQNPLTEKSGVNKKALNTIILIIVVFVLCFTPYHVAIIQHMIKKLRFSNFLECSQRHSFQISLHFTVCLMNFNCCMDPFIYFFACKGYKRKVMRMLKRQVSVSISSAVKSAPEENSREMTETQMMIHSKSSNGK
CXCR6 inh: blocks human CXCR6 beta-arrestin recruitment; O00574; 360,000 tested, 0.36% active; inhibition, % at 20 µM; AID 602244; CHO-K1 PathHunter CXCR6 beta-arrestin, luminescence; in the data active = inhibition above about 34%, passing the limit was not always enough;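 also: antagonist mode with CXCL16 agonist at 10 nM final; 0% = 10 nM CXCL16 with DMSO and 100% = unstimulated wells without agonist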
Target sequence (O00574 whole entry, looked up): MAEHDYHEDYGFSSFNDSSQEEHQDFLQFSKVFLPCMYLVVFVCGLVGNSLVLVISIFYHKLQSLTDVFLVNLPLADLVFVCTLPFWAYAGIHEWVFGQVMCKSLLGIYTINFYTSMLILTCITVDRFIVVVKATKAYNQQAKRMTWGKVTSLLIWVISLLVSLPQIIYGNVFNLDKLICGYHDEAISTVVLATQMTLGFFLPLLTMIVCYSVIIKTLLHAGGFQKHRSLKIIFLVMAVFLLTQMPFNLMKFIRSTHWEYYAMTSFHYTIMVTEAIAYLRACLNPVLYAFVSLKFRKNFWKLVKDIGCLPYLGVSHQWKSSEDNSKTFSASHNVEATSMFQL
GRIN3A LBD mod: NR3A (human) ligand-binding domain modulation; 340,000 tested, 2.5% active; Tm shift relative to glycine control, % at 25 µM; NR3A LBD differential scanning fluorimetry, Tm shift; 0% = protein alone, 100% = glycine-bound protein;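 active = melting temperature shift of at least 10% of the positive control shift, at one fixed dose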
* marks the source's active call; other numbers are inactive results; x = no result given.

SMILES	A3G deaminase	CCR6 antag	APOBEC3A inh	Gli-Sufu block	MPTP block	EBI2 block	CXCR6 inh	GRIN3A LBD mod
CCOC(=O)c1oc2ccccc2c1COC(=O)CNC(=O)c1ccccc1	4	1	2	0	0.1	17	4	1
CN(C(=O)CSc1cc(Cl)ccc1Cl)C1CCS(=O)(=O)C1 (centres undefined)	-3	5	0	3	-0.1	8	5	-2
COC(=O)c1cc(NC(=O)CN2CCOCC2)cc(C(=O)OC)c1	-8	6	-20	18	-3.6	-6	4	-1
CC(=O)C1=C(C)Nc2ncnn2C1c1ccc(Cl)cc1Cl (centres undefined)	-6	-8	-8	2	13	-10	1	-1
CCOC(=O)c1c(-c2ccccc2)cn2c(C)cc(C)nc12	-6	17	-3	-74	-0.5	-7	1	-1
O=C(Cn1cnc2c(OCc3ccccc3)ncnc21)N[C@H](CO)Cc1cc2ccccc2[nH]1	-9	10	-6	-13	1.0	-4	1	0
CC(C)C(=O)NCCc1nc2ccccc2n1CCc1ccccc1	4	7	12	1	-0.8	-7	-7	-3
COc1ccc(C2(C(=O)Nc3cc(C)on3)CCOCC2)cc1	-4	10	-3	2	-2.2	1	0	-4
Brc1ccc2c(c1)CN1CCCC1=N2	-7	-1	-4	-8	-0.9	-1	6	-2
CCC(C)N1CCNCC1 (centres undefined)	2	-1	1	-7	0.1	4	7	-2
CC12CC3CC(C)(C1)CC(C(=O)Nc1nncs1)(C3)C2	4	18	-7	21	-0.5	10	-3	-3
Cc1ccc(C(NC(=O)Nc2ccccn2)C(Cl)(Cl)Cl)cc1F (centres undefined)	-5	11	-2	-2	1.9	7	-6	-25
CC1=C(C(=O)O)N2C(=O)C(NC(=O)c3nn(C)cc3Cl)C2SC1 (centres undefined)	-11	-15	-9	-4	-3.2	-5	1	2
COc1ccccc1-c1ccc(=O)n(CC(=O)NC(C)(C)C)n1	-4	-14	-2	1	-0.8	1	-4	1
CCOc1ccccc1OCC(=O)Nc1ccc(S(=O)(=O)Nc2ncccn2)cc1	-2	0	-2	-2	0.4	3	0	2
CC(NS(=O)(=O)c1ccccc1)C1COc2ccccc2O1 (centres undefined)	-8	23	-4	1	0.7	0	-6	6
Cc1cccc(NC(=O)/C(C#N)=C/c2ccccc2O)n1	-6	4	0	-39	0.3	-11	-6	0
Cc1ccc(-n2nc3ccc(NC(=O)c4ccco4)cc3n2)cc1	-3	-8	-2	-6	-11	2	-5	10
COc1ccc(S(=O)(=O)NC(C)C(=O)NCc2cccnc2)cc1C (centres undefined)	-3	2	-3	7	-0.5	-12	7	1
CC(Oc1ccccc1)C(=O)Nc1ccc(S(=O)(=O)N2CCN(C)CC2)cc1 (centres undefined)	-7	-1	-1	-16	0.5	-10	-4	-1
CCN1CCN(C(=O)c2cnn3c(C(F)F)cc(-c4ccc(C)cc4)nc23)CC1	-7	5	-2	8	1.9	6	3	1
Cc1nc(NC(C)c2ccccc2)c2oc3ccccc3c2n1 (centres undefined)	-5	6	-2	-24	64*	-4	-1	-1
NC(CO)C(O)c1ccc([N+](=O)[O-])cc1 (centres undefined)	-1	12	4	5	-1.2	-1	3	1
O=c1[nH]cc(COCc2ccccc2)c(=O)[nH]1	-5	1	0	0	-0.5	-6	-3	1
Cc1ccc(NC(=S)N2CCN(C(=O)C3CCCO3)CC2)c(C)c1 (centres undefined)	-2	3	-3	3	2.3	-5	-2	1
CCOC(=O)c1[nH]c2c(c1-c1ccccc1)C(=O)CC(c1ccc(OCC)cc1)C2 (centres undefined)	-6	11	-1	12	-0.9	13	0	-1
CCCc1nnc(NC(=O)CCC(=O)N2CCCCCC2)s1	-4	-14	-4	-2	-3.3	-12	12	2
COc1cc(-c2nc(S(=O)(=O)c3ccc(Cl)cc3)c(N3CCOCC3)o2)cc(OC)c1OC	-2	-20	2	10	-2.9	-6	7	-3
CCC(=O)c1ccc(OCc2cn(CC(=O)c3ccc(O)cc3)nn2)cc1	x	18	x	-5	-0.9	7	14	6
O=C(COC(=O)CCC(=O)c1cccs1)NC(=O)c1ccc(OC(F)F)cc1	-1	0	8	-2	0.4	35	8	1
CCOC(=O)c1cnc(Nc2nc3ccccc3o2)nc1CSc1ncccn1	0	5	0	-40	x	x	x	0
CCCN(CCC)c1nc2ccccc2nc1C(C#N)C(=O)OC(C)COC (centres undefined)	-3	27	-1	3	x	x	x	3
NC(=O)/C(=C\c1ccco1)NC(=O)c1ccc(Br)o1	2	-6	2	2	0.0	-8	-2	0
Cn1ccs/c1=N\C(=O)Nc1ccccc1	-4	9	0	-62	-0.4	-5	-1	-1
Cc1cc(C)n(CCc2nc(-c3ccco3)cs2)n1	4	18	16	0	55*	-5	7	0
Cc1ccc(C(=O)C(C)OC(=O)CN2C(=O)NC3(CCCC3)C2=O)cc1 (centres undefined)	12	9	7	-1	-1.1	-2	0	-3
CCn1c(SCC(=O)c2cccs2)nnc1-c1cccs1	0	11	-1	-20	-1.9	1	-4	-11
C=CCn1c(O)c(C=Nc2ccc(Cc3ccncc3)cc2)c(=O)[nH]c1=S	1	14	1	3	22	-1	-11	0
COc1cc(C2SCC(=O)N2Cc2ccccc2)ccc1O (centres undefined)	-5	-2	-2	1	0.3	12	-3	9
O=C(O)c1ccc(CSCc2c(F)cccc2Cl)o1	-5	-5	-3	-1	6.2	9	8	0
CCOC(=O)c1nnn(CC(=O)Nc2ccccc2)c1C(=O)OCC	-5	-2	-1	-10	2.0	2	0	-1
Cc1ccc(NC(=O)COC(=O)CCC2CCCC2)cc1S(=O)(=O)N1CCOCC1	-3	9	12	-3	-1.3	-11	-7	-6
Cc1ccc(CCNC(=O)Cn2ncc3c([nH]c4ccccc43)c2=O)cc1	4	9	1	-1	0.3	-16	-3	0
Cc1ccc(-c2nnc3ccc(SCC(=O)Nc4cc(C)on4)nn23)cc1	-2	-6	6	3	-0.8	2	3	-2
Cc1ncoc1C(=O)Nc1nccs1	-6	-14	6	-3	-3.3	-2	1	2
O=C(c1ccc2nc(N3CCCCC3)sc2c1)N1CCN(Cc2ccc3c(c2)OCO3)CC1	-4	7	-1	-18	-0.7	6	6	2
Cc1ccc(-c2cc(N)n(-c3ccccc3)n2)cc1	-2	-2	-1	-100	0.7	0	-1	26*
CN(C(=O)c1cccc(NC(=O)Cc2cccc(NC(=O)C3CCCN(C(=O)CCc4ccccc4)C3)c2)c1)C1CCC1 (centres undefined)	x	14	x	12	0.4	1	1	-2
O=C(COC(=O)c1c(F)cccc1F)NCCNC(=O)COC(=O)c1c(F)cccc1F	-5	7	1	12	-0.2	8	-3	-2
COc1ccc(CCNC(=O)C(=O)NCC2CCCN2S(=O)(=O)c2ccccc2)cc1 (centres undefined)	-10	2	-2	-18	4.8	-17	-1	-1
COc1ccc(OCC(=O)NNC(=O)CCc2ccccc2)cc1	-2	4	6	-2	-2.1	14	-10	-1
CC[C@]12c3[nH]c4cc(-c5ccco5)ccc4c3CCN1C(=O)[C@@H](CC(=O)NCc1cccc(C(F)(F)F)c1)C[C@@H]2C(=O)N1CCN(C(=O)c2ccco2)CC1	-2	20	-1	11	0.3	12	5	2
COc1cc(Cl)c(CNC[C@H]2O[C@@H](n3cnc4c(N)ncnc43)[C@H](O)[C@@H]2O)c(Cl)c1O	4	-7	2	-2	-0.5	-9	-4	0
Cc1ccc(S(=O)(=O)N2CCN(C(=O)CN3C(=O)c4ccccc4C3=O)CC2)c(C)c1	-10	-5	-5	-4	-3.3	0	1	0
CC(NC(=O)Cn1c(=O)[nH]c2ccsc2c1=O)C12CC3CC(CC(C3)C1)C2 (centres undefined)	-1	-18	-1	-6	-0.6	10	-2	-3
CCOC(=O)c1c(C)oc2ccc(OCC(N)=O)cc12	-4	2	-3	1	0.6	-2	-2	-9
COC(C[C@@H](O)C[C@H](O)[C@H](C)OCc1ccccc1)OC	-4	0	2	7	-2.6	3	-4	-1
Cc1cc(C(=O)Nc2cccc(-c3ccc(N4CCOCC4)nn3)c2)ccc1[N+](=O)[O-]	1	6	-1	-46	-0.2	x	-6	x
O=C(COC(=O)c1ccc2c(=O)n3c(nc2c1)CCC3)NC1CCS(=O)(=O)C1 (centres undefined)	-9	7	5	39	-1.8	6	-2	-1
Cc1nc(N(C)Cc2ccccc2)c2nnn(Cc3ccccc3)c2n1	-4	19	2	10	-0.6	17	11	-4

One compound at a time, from the list above:
CCOC(=O)c1c(C)oc2ccc(OCC(N)=O)cc12 is listed with A3G deaminase = -4; CCR6 antag = 2; APOBEC3A inh = -3; Gli-Sufu block = 1; MPTP block = 0.6; EBI2 block = -2; CXCR6 inh = -2; GRIN3A LBD mod = -9
CCCN(CCC)c1nc2ccccc2nc1C(C#N)C(=O)OC(C)COC (centres undefined) is listed with A3G deaminase = -3; CCR6 antag = 27; APOBEC3A inh = -1; Gli-Sufu block = 3; MPTP block = x; EBI2 block = x; CXCR6 inh = x; GRIN3A LBD mod = 3

Other compounds
SMILES	A3G deaminase	CCR6 antag	APOBEC3A inh	Gli-Sufu block	MPTP block	EBI2 block	CXCR6 inh	GRIN3A LBD mod
NC(=O)C1CCN(C(=O)COc2ccc3ccccc3c2Br)CC1	0	11	1	4	1.0	-4	-10	2
COC(=O)CSc1nnc(-c2ccccc2O)n1-c1ccc(C)cc1	2	19	1	9	2.2	-8	3	0
Cc1cc(C)nc(NCCO)n1	-2	-3	2	-6	0.7	4	-2	1
CCC(CC)c1nnc(NC(=O)CCc2ccccc2OC)s1	-4	0	2	22	2.2	-5	5	2
c1ccc(-c2ncc(-c3ccn[nH]3)s2)cc1	-4	-10	-1	-115	0.9	-5	1	-2
N#Cc1ccc(Cn2c(=O)c(C#N)c3n(c2=O)CCC3)cc1	0	1	-2	-6	0.7	-10	-6	-3
COCCN1C(=O)N(c2cccc(OC)c2)C(=O)C1CC(=O)Nc1ccc(Cl)cc1 (centres undefined)	-2	11	-3	-11	8.0	15	1	1
Cc1ccc(-c2ccc(S(=O)(=O)N3CCN(C)CC3)cc2)cc1	-6	2	5	-2	-0.7	-9	1	-1
O=C(N/N=C/c1ccc(Cl)c([N+](=O)[O-])c1)C1CC1	1	-13	0	-4	1.6	6	5	-2
CCN(CC)c1cc(C(F)(F)F)nc(-c2ccccn2)n1	-2	-1	-2	-1	1.0	-1	2	-1
